From PubChem BioAssay
HTR5A ag: activates human HTR5A in OPRM1-OPRD1 agonist counter-screen; P47898; HTR5A agonist assay, luminescence, cell-based; activation, % at 9.3 µM; 340,000 tested, 0.61% active; AID 504692; in the data active = activation mostly above about 9.5%, no sharp cut-off; inactive = mostly below about 7.6%;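 also: 0% = cells with vehicle only and 100% = reference agonist; strong numbers were not always called active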
Target sequence (P47898 whole entry, looked up): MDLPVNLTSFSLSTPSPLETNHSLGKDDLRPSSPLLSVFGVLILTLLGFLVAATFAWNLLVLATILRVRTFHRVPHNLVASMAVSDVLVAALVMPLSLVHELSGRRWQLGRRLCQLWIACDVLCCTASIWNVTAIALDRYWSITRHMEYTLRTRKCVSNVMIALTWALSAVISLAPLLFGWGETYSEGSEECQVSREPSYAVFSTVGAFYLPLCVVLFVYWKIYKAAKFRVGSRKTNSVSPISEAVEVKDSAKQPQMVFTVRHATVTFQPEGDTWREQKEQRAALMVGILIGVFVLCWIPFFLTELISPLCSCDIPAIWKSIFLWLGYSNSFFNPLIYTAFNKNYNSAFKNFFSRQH
PKA-R2B activ: activates the human PKA-R2B holoenzyme complex; P22694+P31323; PKA-R2B holoenzyme dissociation, Cy5-IP20 fluorescence polarization; R2B truncated from residue 108, S112A mutant; 0% DMSO only, 100% 113 µM cGMP; activation, % at 11.4 µM; 340,000 tested, 0.079% active; AID 504700;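 active = activation above a cutoff set at the mean over all compounds plus 3 SD, cut at about 18% in these data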;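 also: higher means more holoenzyme dissociation and a rise in polarization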
Target sequence (P31323 whole entry, looked up, other chains not shown, the tested form may be a part): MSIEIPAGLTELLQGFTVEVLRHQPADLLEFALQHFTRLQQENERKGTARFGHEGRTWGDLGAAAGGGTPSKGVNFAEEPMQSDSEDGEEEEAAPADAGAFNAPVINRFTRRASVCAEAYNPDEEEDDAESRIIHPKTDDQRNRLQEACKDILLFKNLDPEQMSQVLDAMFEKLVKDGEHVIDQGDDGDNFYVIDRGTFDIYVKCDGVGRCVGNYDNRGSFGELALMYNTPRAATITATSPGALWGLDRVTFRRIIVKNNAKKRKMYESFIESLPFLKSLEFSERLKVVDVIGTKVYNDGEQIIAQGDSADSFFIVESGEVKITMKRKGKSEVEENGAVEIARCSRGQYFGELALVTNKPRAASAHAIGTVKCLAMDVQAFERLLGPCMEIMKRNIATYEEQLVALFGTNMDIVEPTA
V-ATPase pH: alters yeast V-ATPase proton transport; S. cerevisiae, pHLuorin cytosolic pH fluorescence; response, % at 10 µM; 350,000 tested, 0.37% active; AID 504577; in the data active = response mostly above about 7.3%, no sharp cut-off; inactive = mostly below about 5.4%; also: actives read high; inactives centre near 0; some compounds called inactive have numbers as strong as hits; reference of the scale not given here
Arrestin-AP2 inh: human beta-arrestin and AP2 interaction inhibition | FITC-arrestin peptide / GST-AP2 beads, flow cytometry; AP2 beta2 appendage carries R879A mutation | inhibition, % at 10 µM | 340,000 tested, 0.31% active;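 active = inhibition above a set limit, near 3 SD of compounds lacking own fluorescence, cut at about 54% in these data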;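 also: plate controls were DMSO wells for no effect and 5 µM unlabelled arrestin peptide for full effect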
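System: GST-AP2 R879A glutathione beads | Also added: FITC-arrestin peptide, 50 nM | Times: 12 min plus 1 h, RT | Signal: Bead flow cytometry, FITC channel | Buffer or medium: PBS with 0.05% Tween 20 and 0.1% BSA | Read-out basis: Percent drop in bead-associated FITC signal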
DAGLB inh: diacylglycerol lipase beta (human) inhibition | Q8NCG7 | HEK293T DAGLB membrane lysate, EnzChek fluorogenic substrate | inhibition, % at 5.17 µM | 340,000 tested, 0.059% active; in the data active = inhibition above about 34%;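 also: 0% = enzyme with vehicle and 100% = wells lacking enzyme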
PKA-R1A act: activates the PKA-R1A holoenzyme complex. P00514+P68181. PKA-R1A dissociation, Cy5-IP20 fluorescence polarization; scaled: DMSO 0%, 113 µM cGMP 100%. activation, % at 11.4 µM. 340,000 tested, 0.083% active;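 active = percent activation above the mean of all tested compounds plus 3 SD, cut at about 19% in these data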;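 also: higher means more PKAc released from R1A so a rise in polarization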
OPRM1-OPRD1 ag: OPRM1-OPRD1 heterodimerization agonism | 340,000 tested, 0.3% active | P35372+P41143 | activation, % at 9.3 µM | AID 504326 | cells, luminescence; in the data active = activation above about 18%;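 also: 0% = vehicle-treated cells and 100% = reference agonist; values of inactives mirror those of a sister screen read the other way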
HTR5A inv ag: counter-screen for OPRM1-OPRD1 inverse agonists: human HTR5A inverse agonism | HTR5A cell line, luminescence | inhibition, % at 9.3 µM | 340,000 tested, 0.083% active | P47898 | AID 504634; in the data active = inhibition mostly above about 23%, no sharp cut-off; inactive = mostly below about 18%;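 also: 0% = cells with DMSO and 100% = no-cell wells with DMSO; some compounds called inactive have numbers as strong as hits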
MOR-DOR inv ag: inverse agonist of human OPRM1-OPRD1 heterodimerization | 340,000 tested, 0.21% active | AID 504357 | cell-based MOR-DOR heterodimer luminescence, inverse agonism | inhibition, % at 9.3 µM; in the data active = inhibition above about 22%, passing the limit was not always enough;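 also: 0% = cells with DMSO and 100% = wells without cells with DMSO; values of inactives mirror those of a sister screen read the other way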
Pemphigus Ab inh: blocks pemphigus antibody binding to human desmoglein-3. DSG3-coupled beads, scFv-anti-DSG3-GFP binding, flow cytometry; stronger effect = lower value. binding (percent of control), % at 10 µM. 310,000 tested, 0.48% active. AID 588358;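 active = binding more than 3 SD below its plate's average and above zero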;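 also: hits lower antibody fragment binding to DSG3; some compounds called inactive have numbers as strong as hits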
* hit, by the source's call.

`COc1ccc(OCCCC(=O)Nc2cccc(C(C)=O)c2)cc1` gave HTR5A ag 0, PKA-R2B activ -5, V-ATPase pH -4, Arrestin-AP2 inh -6, DAGLB inh -1, PKA-R1A act -2, OPRM1-OPRD1 ag -1.4, HTR5A inv ag 5, MOR-DOR inv ag 8 and Pemphigus Ab inh 100.
`CCOc1ccc(-n2nc3c(=O)n(CCN4CCCCC4)nc(C)c3c2C)cc1` gave HTR5A ag 1, PKA-R2B activ -4, V-ATPase pH 1, Arrestin-AP2 inh 0, DAGLB inh 0, PKA-R1A act -14, OPRM1-OPRD1 ag 1.9, HTR5A inv ag 6, MOR-DOR inv ag -13 and Pemphigus Ab inh 103.
COc1cccc(OC)c1OCCOc1ccccc1OC(C)C was read as HTR5A ag 0, PKA-R2B activ -13, V-ATPase pH -1, Arrestin-AP2 inh -5, DAGLB inh -7, PKA-R1A act -4, OPRM1-OPRD1 ag 0.5, HTR5A inv ag 8, MOR-DOR inv ag -2 and Pemphigus Ab inh 101.
CC1Oc2ccccc2N(CC(=O)Nc2ccc(F)cc2)C1=O (configuration not stated) was read as HTR5A ag 11*, PKA-R2B activ -3, V-ATPase pH -2, Arrestin-AP2 inh -2, DAGLB inh 1, PKA-R1A act -6, OPRM1-OPRD1 ag -2.7, HTR5A inv ag -40, MOR-DOR inv ag 13 and Pemphigus Ab inh 98.
`Cc1ccc(S(=O)(=O)N2CCN(C(=O)CC(C)n3cncn3)CC2)cc1C` (configuration not stated) gave HTR5A ag 2, PKA-R2B activ 4, V-ATPase pH 1, Arrestin-AP2 inh -8, DAGLB inh 0, PKA-R1A act -5, OPRM1-OPRD1 ag -1.1, HTR5A inv ag -4, MOR-DOR inv ag 6 and Pemphigus Ab inh 102.
Screening COCCNC(=O)c1ccc2c(c1)S(=O)(=O)c1ccccc1C2=O returned HTR5A ag 2, PKA-R2B activ -12, V-ATPase pH 3, Arrestin-AP2 inh -3, DAGLB inh -1, PKA-R1A act -5, OPRM1-OPRD1 ag 3.9, HTR5A inv ag -5, MOR-DOR inv ag -21 and Pemphigus Ab inh 103.
For CCC(O)C(C)(C)C (configuration not stated) the results were HTR5A ag -1, PKA-R2B activ 4, V-ATPase pH 1, Arrestin-AP2 inh -9, DAGLB inh 3, PKA-R1A act 6, OPRM1-OPRD1 ag -2.1, HTR5A inv ag 4, MOR-DOR inv ag 11 and Pemphigus Ab inh 106.
Cc1ccc(C(=O)Nc2nnc(C3=COCCO3)o2)cc1C was read as HTR5A ag -1, PKA-R2B activ -3, V-ATPase pH -1, Arrestin-AP2 inh -6, DAGLB inh 2, PKA-R1A act 1, OPRM1-OPRD1 ag -2.4, HTR5A inv ag 5 and MOR-DOR inv ag 14.
`COc1ccc(/C=C/C(=O)Nc2sc3c(c2C(=O)NCc2cccnc2)CCCC3)cc1` gave HTR5A ag 3, PKA-R2B activ -5, V-ATPase pH -5, Arrestin-AP2 inh 6, DAGLB inh 0, PKA-R1A act 7, OPRM1-OPRD1 ag -1.6, HTR5A inv ag -8, MOR-DOR inv ag 7 and Pemphigus Ab inh 96.
COc1ccc(Cn2c(=O)[nH]c3cc(C(=O)NCCCOC(C)C)ccc3c2=O)cc1 was read as HTR5A ag 5, PKA-R2B activ -4, V-ATPase pH 1, Arrestin-AP2 inh -8, DAGLB inh 2, PKA-R1A act 0, OPRM1-OPRD1 ag -2.4, HTR5A inv ag -23, MOR-DOR inv ag 12 and Pemphigus Ab inh 92.
COc1ccc(CCN(C)C(=O)CCCN2C(=O)c3cccc4cccc(c34)C2=O)cc1OC was read as HTR5A ag -1, PKA-R2B activ 6, V-ATPase pH -1, Arrestin-AP2 inh 13, DAGLB inh 2, PKA-R1A act 10, OPRM1-OPRD1 ag 1.9, HTR5A inv ag 16, MOR-DOR inv ag -10 and Pemphigus Ab inh 102.
`O=C(NCCN1CCOCC1)c1ccncc1` gave HTR5A ag 3, PKA-R2B activ 6, V-ATPase pH 0, Arrestin-AP2 inh 1, DAGLB inh -1, PKA-R1A act 3, OPRM1-OPRD1 ag -2.9, HTR5A inv ag -4, MOR-DOR inv ag 17 and Pemphigus Ab inh 95.
For CCOC(=O)c1c(-c2ccc(C)o2)csc1NC(=O)CSc1nnnn1-c1ccccc1 the results were HTR5A ag 4, PKA-R2B activ -5, V-ATPase pH 1, Arrestin-AP2 inh 1, DAGLB inh -3, PKA-R1A act 0, OPRM1-OPRD1 ag 1.8, HTR5A inv ag -8, MOR-DOR inv ag -11 and Pemphigus Ab inh 99.
Screening O=C(CSc1cccc[n+]1[O-])NCC1CCCCC1 returned HTR5A ag 7, PKA-R2B activ 10, V-ATPase pH -4, Arrestin-AP2 inh -14, DAGLB inh -5, PKA-R1A act -3, OPRM1-OPRD1 ag -0.1, HTR5A inv ag -75 and MOR-DOR inv ag 0.
Screening COc1ccccc1-c1nnc(SCC(=O)c2c(N)n(C3CC3)c(=O)[nH]c2=O)n1C returned HTR5A ag -3, PKA-R2B activ 2, V-ATPase pH -3, Arrestin-AP2 inh 5, DAGLB inh 1, PKA-R1A act -2, OPRM1-OPRD1 ag -5.6, HTR5A inv ag 7, MOR-DOR inv ag 23 and Pemphigus Ab inh 105.
CN(C)CCCN(C(=O)c1ccco1)c1nc2cc3c(cc2s1)OCO3 was read as HTR5A ag 3, PKA-R2B activ -2, V-ATPase pH -6, Arrestin-AP2 inh -3, DAGLB inh -2, PKA-R1A act -12, OPRM1-OPRD1 ag -1.6, HTR5A inv ag -2, MOR-DOR inv ag 9 and Pemphigus Ab inh 109.
Screening Oc1ccc(Cl)cc1/C=C/c1ccc2cccc(O)c2n1 returned HTR5A ag 0, PKA-R2B activ -1, V-ATPase pH -1, Arrestin-AP2 inh -20, DAGLB inh -4, PKA-R1A act 3, OPRM1-OPRD1 ag 11, HTR5A inv ag 16, MOR-DOR inv ag -58 and Pemphigus Ab inh 95.
COCCCN(Cc1ccco1)C(=O)Cn1ncc2c([nH]c3ccccc32)c1=O was read as HTR5A ag -1, PKA-R2B activ -3, V-ATPase pH 0, Arrestin-AP2 inh 10, DAGLB inh 0, PKA-R1A act 0, OPRM1-OPRD1 ag 0.8, HTR5A inv ag -12, MOR-DOR inv ag -4 and Pemphigus Ab inh 101.
N#CCC(=O)Nc1ccc(C(=O)OCC(=O)NNC(=O)c2cccs2)cc1 was read as HTR5A ag 1, PKA-R2B activ -6, V-ATPase pH -3, Arrestin-AP2 inh 16, DAGLB inh 0, PKA-R1A act 6, OPRM1-OPRD1 ag 0.2, HTR5A inv ag 11, MOR-DOR inv ag -1 and Pemphigus Ab inh 107.
N#CCCn1c(SCC(=O)Nc2ccc(N3CCOCC3)cc2)nc2ccccc21 was read as HTR5A ag -3, PKA-R2B activ 2, V-ATPase pH 0, Arrestin-AP2 inh -3, DAGLB inh -5, PKA-R1A act -6, OPRM1-OPRD1 ag 0.1, HTR5A inv ag 10, MOR-DOR inv ag 0 and Pemphigus Ab inh 101.
`CN(CC(=O)Nc1ccc(S(=O)(=O)N2CCOCC2)cc1)Cc1ccc(F)cc1` gave HTR5A ag 4, PKA-R2B activ -1, V-ATPase pH 0, Arrestin-AP2 inh -6, DAGLB inh 0, PKA-R1A act -3, OPRM1-OPRD1 ag -3.0, HTR5A inv ag -10, MOR-DOR inv ag 13 and Pemphigus Ab inh 92.
For CC(=O)N1CCN(C(=O)c2cccc(S(=O)(=O)N3CCN(c4ccc(F)cc4)CC3)c2)CC1 the results were HTR5A ag 3, PKA-R2B activ 1, V-ATPase pH -1, Arrestin-AP2 inh 12, DAGLB inh 2, PKA-R1A act -3, OPRM1-OPRD1 ag -0.9, HTR5A inv ag -9, MOR-DOR inv ag 6 and Pemphigus Ab inh 97.
`CCCS(=O)(=O)N1CCCC(C(=O)NCCCN(C)Cc2ccccc2)C1` (configuration not stated) gave HTR5A ag 4, PKA-R2B activ -5, V-ATPase pH -4, Arrestin-AP2 inh -9, DAGLB inh -2, PKA-R1A act 0, OPRM1-OPRD1 ag 0.1, HTR5A inv ag -14, MOR-DOR inv ag 0 and Pemphigus Ab inh 106.
For CC(=O)Nc1ccc(S(=O)(=O)N2CCC(C(=O)O)CC2)cc1 the results were HTR5A ag 4, PKA-R2B activ -12, V-ATPase pH 1, Arrestin-AP2 inh -14, DAGLB inh 0, PKA-R1A act -9, OPRM1-OPRD1 ag -2.2, HTR5A inv ag 5, MOR-DOR inv ag 11 and Pemphigus Ab inh 102.
For O=[N+]([O-])c1ccc(S(=O)(=O)N/N=C/c2ccsc2)cc1 the results were HTR5A ag 4, PKA-R2B activ -1, V-ATPase pH 0, Arrestin-AP2 inh -10, DAGLB inh 2, PKA-R1A act -16, OPRM1-OPRD1 ag 0.2, HTR5A inv ag 14, MOR-DOR inv ag -1 and Pemphigus Ab inh 102.
`COc1cccc2c(=O)n(CC(=O)N3CCN(c4ccccc4)CC3)ccc12` gave HTR5A ag -2, PKA-R2B activ 6, V-ATPase pH -2, Arrestin-AP2 inh -2, DAGLB inh -1, PKA-R1A act -11, OPRM1-OPRD1 ag -1.9, HTR5A inv ag -24, MOR-DOR inv ag 10 and Pemphigus Ab inh 107.
Screening CCOc1ccc(S(=O)(=O)N2CCCC(C(=O)N3CCN(c4ccccc4)CC3)C2)cc1 (configuration not stated) returned HTR5A ag -1, PKA-R2B activ -8, V-ATPase pH 2, Arrestin-AP2 inh 3, DAGLB inh 0, PKA-R1A act -5, OPRM1-OPRD1 ag 0.9, HTR5A inv ag -15, MOR-DOR inv ag -5 and Pemphigus Ab inh 114.
`O=C(NNS(=O)(=O)c1ccc2ccccc2c1)c1cccs1` gave HTR5A ag 2, PKA-R2B activ 7, V-ATPase pH 1, Arrestin-AP2 inh 32, DAGLB inh 1, PKA-R1A act -19, OPRM1-OPRD1 ag 1.8, HTR5A inv ag -5, MOR-DOR inv ag -11 and Pemphigus Ab inh 100.

A draw from above in order of molecular weight, lowest first.
For O=[N+]([O-])c1ccc(S(=O)(=O)N/N=C/c2ccsc2)cc1 the results were HTR5A ag 4, PKA-R2B activ -1, V-ATPase pH 0, Arrestin-AP2 inh -10, DAGLB inh 2, PKA-R1A act -16, OPRM1-OPRD1 ag 0.2, HTR5A inv ag 14, MOR-DOR inv ag -1 and Pemphigus Ab inh 102.
`O=C(NNS(=O)(=O)c1ccc2ccccc2c1)c1cccs1` gave HTR5A ag 2, PKA-R2B activ 7, V-ATPase pH 1, Arrestin-AP2 inh 32, DAGLB inh 1, PKA-R1A act -19, OPRM1-OPRD1 ag 1.8, HTR5A inv ag -5, MOR-DOR inv ag -11 and Pemphigus Ab inh 100.
`CN(CC(=O)Nc1ccc(S(=O)(=O)N2CCOCC2)cc1)Cc1ccc(F)cc1` gave HTR5A ag 4, PKA-R2B activ -1, V-ATPase pH 0, Arrestin-AP2 inh -6, DAGLB inh 0, PKA-R1A act -3, OPRM1-OPRD1 ag -3.0, HTR5A inv ag -10, MOR-DOR inv ag 13 and Pemphigus Ab inh 92.
